Source: PubChem
PLCg1 inh: blocks human PLC-gamma1 enzyme activity. P19174. purified PLC-gamma1, fluorogenic substrate, fluorescence. inhibition, % at 12.2 µM. 370,000 tested, 0.84% active. AID 720700; in the data active means inhibition above about 9.5%
Target sequence (P19174 whole entry, looked up): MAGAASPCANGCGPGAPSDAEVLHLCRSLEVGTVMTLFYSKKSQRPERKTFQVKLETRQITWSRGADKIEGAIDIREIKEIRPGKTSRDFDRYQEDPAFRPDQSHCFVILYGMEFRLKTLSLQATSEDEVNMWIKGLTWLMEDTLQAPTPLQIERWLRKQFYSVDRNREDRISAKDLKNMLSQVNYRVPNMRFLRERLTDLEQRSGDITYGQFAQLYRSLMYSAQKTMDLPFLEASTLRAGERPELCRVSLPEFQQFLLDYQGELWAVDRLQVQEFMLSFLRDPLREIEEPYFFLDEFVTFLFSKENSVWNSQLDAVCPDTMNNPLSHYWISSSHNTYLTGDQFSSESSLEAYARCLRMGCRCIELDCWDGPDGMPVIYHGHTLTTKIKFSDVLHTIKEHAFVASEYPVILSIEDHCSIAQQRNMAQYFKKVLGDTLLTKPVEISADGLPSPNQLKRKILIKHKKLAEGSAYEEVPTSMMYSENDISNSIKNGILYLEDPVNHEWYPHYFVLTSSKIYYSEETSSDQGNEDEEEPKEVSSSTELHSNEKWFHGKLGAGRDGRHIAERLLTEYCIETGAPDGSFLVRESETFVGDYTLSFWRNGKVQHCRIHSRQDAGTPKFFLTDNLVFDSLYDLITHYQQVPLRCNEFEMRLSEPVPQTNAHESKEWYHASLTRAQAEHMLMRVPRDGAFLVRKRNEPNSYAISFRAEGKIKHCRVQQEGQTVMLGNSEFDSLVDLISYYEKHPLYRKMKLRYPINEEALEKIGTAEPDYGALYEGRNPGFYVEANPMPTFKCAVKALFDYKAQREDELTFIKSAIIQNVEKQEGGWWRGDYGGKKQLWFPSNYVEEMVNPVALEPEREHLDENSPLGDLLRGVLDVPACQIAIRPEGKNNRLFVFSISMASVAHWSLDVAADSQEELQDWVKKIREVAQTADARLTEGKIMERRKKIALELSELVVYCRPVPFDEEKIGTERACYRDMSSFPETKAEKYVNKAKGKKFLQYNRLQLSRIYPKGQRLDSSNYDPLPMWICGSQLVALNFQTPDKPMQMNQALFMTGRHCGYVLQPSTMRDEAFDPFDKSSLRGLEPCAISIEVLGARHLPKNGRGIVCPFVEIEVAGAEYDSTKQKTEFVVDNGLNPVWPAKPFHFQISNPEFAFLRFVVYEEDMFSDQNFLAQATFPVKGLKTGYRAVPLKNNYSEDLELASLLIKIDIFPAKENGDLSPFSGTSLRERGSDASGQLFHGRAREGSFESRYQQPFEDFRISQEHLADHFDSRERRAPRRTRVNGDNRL
ASAP1 GAP inh: blocks human ASAP1-stimulated Arf1 GTP hydrolysis | AID 624377 | GDP FP detection | inhibition, % at 16.5 µM | 360,000 tested, 0.19% active; in the data active means inhibition above about 25%;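 further: 0% = vehicle with enzyme and substrate and 100% = no enzyme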
KLK7 zymogen act: activates the human kallikrein-7 zymogen. P49862. purified proKLK7, EDANS-DABCYL substrate fluorescence; 100% is mature enzyme control, 0% vehicle. activation, % at 7 µM. 370,000 tested, 0.9% active;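 active means activation above the mean of all tested compounds plus 3 SD, computed per campaign excluding outliers beyond control limits, cut at about 13% in these data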
HGIII-sPLA2 inh: Inhibits HGIII-sPLA2 liposome hydrolysis, primary screen; AID 743126; inhibition, % at 12.2 µM; QFRET BODIPY PC-A2 liposome hydrolysis, fluorescence; 370,000 tested, 0.56% active; Q9NZ20;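 active means inhibition above mean plus 3 SD of compounds lying within the high and low control bounds, cut at about 19% in these data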;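 further: 0% = median of test compound wells and 100% = no enzyme DMSO wells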
PLC-beta3 inh: PLC-beta3 (human) inhibition, primary screen; 370,000 tested, 0.18% active; AID 720704; Purified PLC-beta3, fluorogenic substrate, fluorescence; inhibition, % at 12.2 µM; Q01970; in the data active means inhibition above about 11%;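 further: 0% = median of compound wells on plate and 100% = full blocker control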
Tn6 DDE FP: inhibitors of Tn6 peptide binding to human fibrin DD(E) | P02675 | 370,000 tested, 0.21% active | Fibrin DD(E) TRITC-Tn6 fluorescence polarization displacement | inhibition, % at 8.3 µM;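 active means inhibition above a per-campaign cutoff: mean of compounds within control limits plus 3 SD, cut at about 15% in these data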;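 further: 0% = median of all compound wells on the plate and 100% = blocking peptide control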
UHRF1 binding: UHRF1 methyl-DNA binding inhibition | 370,000 tested, 0.75% active | inhibition, % at 4.4 µM | AID 687016 | UHRF1 binding to methylated oligo, TR-FRET | Q96T88; in the data active means inhibition above about 21%;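 further: UHRF1 SRA domain binding a hemimethylated CpG hairpin DNA probe; 0% = median of test compound wells and 100% = reference inhibitor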
ARFGAP1 inhibitor: inhibits rat ARF GTPase activating protein 1; Q62848; Arfgap1-stimulated ARF1 GTP hydrolysis, GDP FP detection; inhibition, % at 16.5 µM; 360,000 tested, 0.26% active;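 active means inhibition above a per-plate limit, mean inhibition of low control wells plus 3 SD, cut at about 25% in these data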;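 further: 0% = DMSO wells with enzyme and 100% = wells lacking Arfgap1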
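Material: rat Arfgap1 catalytic domain, aa 1-136; also added: human ARF1(Δ1-17)-GTP substrate; compound dosing: one concentration, 16.5 µM, DMSO 1.26%; incubation: GTP hydrolysis reaction 2 h at 25 °C; measured by: Tracer-displacement fluorescence polarization with EDTA stop, 620/688 nm; evaluation: % inhibition from polarization; repeats: one replicate per compound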
Rev-erbA mod: modulates human Rev-erb alpha binding to DNA. P20393. Rev-erbα–FITC-DNA binding, fluorescence polarization, 90 min. activity, % at 10 µM. 370,000 tested, 0.79% active;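 active means activity above about 14%, limit read from the data; passing the limit was not always enough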;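 further: 0% = DMSO wells with 35 nM protein and 100% = DMSO wells with 750 nM protein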
Tn7 DDE FP: DD(E)-Tn7 binding inhibition, primary FP screen; FP displacement of FITC-Tn7 peptide from fibrin DD(E); 0% = median of compound wells per plate; inhibition, % at 8.3 µM; 370,000 tested, 0.13% active; AID 720508;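 active means inhibition above the mean of compounds falling within the control limits plus 3 SD of them, cut at about 14% in these data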;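 further: 0% = plate median of compound wells and 100% = 10 µM Aha-Tn7 peptide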
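Assay system: human fibrin DD(E). Input: DD(E) 2 µM final. Medium: Tris buffer with calcium and detergent, pH 7.8. Compound dosing: single point at 8.3 µM. Timing: 10 min plus 3 h, room temperature. Technique: fluorescence polarization of the labelled Tn7 tracer. Read-out: percent inhibition. Replicates: singlicate testing.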
An asterisk follows results filed as active; i = inactive; . = no result given.

PLCg1 inh,ASAP1 GAP inh,KLK7 zymogen act,HGIII-sPLA2 inh,PLC-beta3 inh,Tn6 DDE FP,UHRF1 binding,ARFGAP1 inhibitor,Rev-erbA mod,canonical_smiles,Tn7 DDE FP
-8,-3,0.0,0,-11,-14,-2,3,-1,Cc1ccc2cccc(NC(=S)NC(=O)c3ccccc3)c2n1,-4
4,-6,0.3,5,4,-3,4,-4,0,CC1(C(=O)NCc2ccccc2)CN(S(C)(=O)=O)CC(=O)N1Cc1cccc(F)c1 (stereo unspecified),-2
-4,-4,-0.2,-12,-4,-2,-2,-2,-1,COc1ccc(NC(=O)C2(C)CCN2Cc2ccc(OC)c3ccccc23)cc1OC (stereo unspecified),0
0,5,0.3,12,-9,-10,-2,8,-2,CC(=C/C(=O)O)/C(=C\c1ccc(Br)o1)C(=O)O,1
6,7,-0.5,-1,-5,2,-1,8,5,COc1ccc2nc(NC(=O)Nc3ccccc3OC)sc2c1,-9
8,-5,0.1,5,4,-1,2,4,1,Cc1cccc(NC(=O)c2ccccc2C(=O)Nc2cccc(C)c2)c1,0
1,8,-0.3,7,-7,3,4,6,1,CC(C)OC(=O)/C(C#N)=C/c1ccc(-c2ccc(SC(F)F)cc2)o1,-3
7,4,-0.5,6,-1,-3,3,-6,-2,CCc1ccccc1NC(=O)CN(c1cccc(OC)c1)S(C)(=O)=O,1
-1,7,-0.1,5,1,5,11,-1,5,COc1ccc(Cn2cc(CN(C)C3CN(Cc4cn(Cc5ccc(OC)cc5)nn4)S(=O)(=O)C3)nn2)cc1 (stereo unspecified),1
-11,-2,-82,-8,-21,-5,-4,2,-2,COc1ccc(C2=Nc3ccccc3N(C(=O)c3ccc(C)cc3)C2C(=O)Nc2c(C)cccc2C)cc1 (stereo unspecified),-2
0,-2,-0.6,9,-1,-4,3,3,3,COc1cccc(NC(=O)c2ccc(NC(=O)C(C)(C)C)cc2)c1,-7
5,-6,0.5,-2,-2,3,-1,2,0,COc1ccc(C(=O)NC23CC4CC(CC(C4)C2)C3)cc1OC,-4
1,4,-0.5,2,-1,7,-3,-4,3,CCOc1ccc(NC(=O)CSc2nc(C)c3c(c2C#N)CCCC3)cc1,-1
-3,11,-0.1,-3,-4,2,0,-1,4,COc1ccc(S(=O)(=O)N2CCC(C(=O)NCCC(=O)NCc3ccccn3)CC2)cc1,5
-1,-3,0.1,4,-5,-7,0,0,5,Cn1cccc1C(=O)OCc1ccc(F)cc1,-1
4,-1,0.7,-6,-5,-1,1,3,-5,O=C(NCCN1CCN(c2cccc(Cl)c2)CC1)Nc1ccccc1,2
0,1,-0.1,2,-5,-2,-1,7,-2,COc1ccc(/C=C(/NC(=O)c2ccco2)C(=O)N2CCc3ccccc32)cc1OC,-8
4,1,-0.2,3,-6,-2,-2,3,-3,O=C(COC(=O)c1ccc(F)cc1)Nc1ccc(Cl)cn1,-1
2,7,0.2,17,-6,5,4,-4,0,O=c1cc[nH]c2ccc(OC(F)(F)F)cc12,4
-4,-4,-0.3,15,-8,6,20,-3,0,Cc1ccc2nc(C3CCCCC3)c(Cc3ccsc3)n2c1,7
2,9,0.6,4,1,-5,-2,2,-3,COC(=O)CCC(=O)c1oc2ccccc2c1N,3
0,-14,-0.1,-2,-3,3,0,-5,3,O=C(N[C@H](Cc1ccccc1)C(=O)NCc1ccc2c(c1)OCO2)[C@H]1O[C@@H](n2ccc(=O)[nH]c2=O)[C@H](O)[C@@H]1O,3
2,-6,0.0,1,2,3,1,-5,-3,COc1ccc(NC(=O)C2Cc3ccccc3C(=O)O2)cc1 (stereo unspecified),-6
3,-1,0.3,-7,-5,-1,-2,-3,3,COc1ccc(OCCN(C)CC(=O)Nc2ccccc2SC)cc1,5
-9,3,0.0,8,-11,1,4,-5,1,O=C(NNS(=O)(=O)c1ccccc1)c1ccc(O)cc1,-1
4,5,-0.5,-6,-1,-2,-1,20,7,C/C(CC(=O)Nc1cc(Cl)ccc1Cl)=N\NC(=O)COc1cccc(C)c1,3
-4,13,-4.3,-3,-5,4,-4,-9,4,CC(Cl)C(=O)Nc1ncc(C(F)(F)F)cc1Cl (stereo unspecified),5
1,11,0.3,4,-4,-4,-3,8,6,CC(=O)N1c2ccccc2C2(C)C(C1(C)C)C2(Cl)Cl (stereo unspecified),0
4,-14,-0.3,-3,3,-5,-1,3,2,O=C(NCc1ccccn1)[C@@H]1CCCN1C(=O)[C@@H]1CCCN1C(=O)c1cccs1,2
-1,-9,0.0,0,-1,0,0,-3,-2,Cc1cc(C)nc(N2CCCC(C(=O)Nc3nc4ccc(S(C)(=O)=O)cc4s3)C2)n1 (stereo unspecified),4
-1,4,-0.6,-8,-3,2,-1,5,-4,CCOc1ccc(/C=N/NC(=O)Nc2ccccc2)cc1,1
-2,-2,0.4,2,-9,-4,-1,6,2,COc1ccc(CC(=O)Nc2c(C(N)=O)oc3ccccc23)cc1OC,0
-2,3,-0.7,4,-2,-7,0,3,-2,COc1ccccc1CNC(=O)C[C@@H]1CC[C@H]2[C@@H](COC[C@H](O)CN2Cc2ccccc2)O1,-1
0,-10,-0.2,-1,1,-5,-1,9,-1,OCC[C@H]1C[C@H](O)[C@@H](O)[C@]2(CCCCO2)O1,-3
i,16,-201,-47,i,-2,0,24,3,CC[C@@H]1Cc2cc(O)ccc2C2=C1c1ccc(O)cc1C[C@H]2CC,-2
-4,15,0.3,-6,-9,0,4,-5,4,CCN(C(=O)COC(=O)C(C)(C)Oc1ccc(Cl)cc1)c1c(N)n(Cc2ccccc2)c(=O)[nH]c1=O,5
2,-15,-0.3,11,-2,0,0,-6,-10,O=C(NCc1ccccc1)[C@H]1CCCN1C(=O)[C@H]1CCCN1C(=O)c1ccc(F)cc1,0
5,6,0.1,-29,4,-1,-1,-4,-4,O=C(Cn1c(=O)sc2ccccc21)Nc1ccc(S(=O)(=O)N2CCCCC2)cc1,5
-2,12,-0.6,1,-1,1,-1,8,-1,Cc1ccc2nc(C)c(C(=O)N/N=C/c3ccco3)cc2c1,3
3,-10,0.5,9,0,3,0,0,-9,O=C(CC[C@H]1O[C@@H](n2cnc3c(NC(=O)c4ccccc4)ncnc32)[C@H](O)[C@@H]1O)NCC(F)(F)F,-1

Whole records from above. Screens in order: PLCg1 inh, ASAP1 GAP inh, KLK7 zymogen act, HGIII-sPLA2 inh, PLC-beta3 inh, Tn6 DDE FP, UHRF1 binding, ARFGAP1 inhibitor, Rev-erbA mod, Tn7 DDE FP
CCN(C(=O)COC(=O)C(C)(C)Oc1ccc(Cl)cc1)c1c(N)n(Cc2ccccc2)c(=O)[nH]c1=O in the list: -4, 15, 0.3, -6, -9, 0, 4, -5, 4, 5
Cn1cccc1C(=O)OCc1ccc(F)cc1 in the list: -1, -3, 0.1, 4, -5, -7, 0, 0, 5, -1
O=C(NCCN1CCN(c2cccc(Cl)c2)CC1)Nc1ccccc1 in the list: 4, -1, 0.7, -6, -5, -1, 1, 3, -5, 2
O=C(CC[C@H]1O[C@@H](n2cnc3c(NC(=O)c4ccccc4)ncnc32)[C@H](O)[C@@H]1O)NCC(F)(F)F in the list: 3, -10, 0.5, 9, 0, 3, 0, 0, -9, -1

The list goes on:
PLCg1 inh,ASAP1 GAP inh,KLK7 zymogen act,HGIII-sPLA2 inh,PLC-beta3 inh,Tn6 DDE FP,UHRF1 binding,ARFGAP1 inhibitor,Rev-erbA mod,canonical_smiles,Tn7 DDE FP
-2,-4,-0.5,4,7,2,-3,-1,-7,O=C(NC(=S)NCCc1ccccn1)c1ccccc1,7
3,2,-0.1,4,-2,4,-1,7,7,C[C@H](CO)N1C[C@H](C)[C@@H](CN(C)C(=O)NC2CCCCC2)Oc2ccc(NC(=O)CCC(F)(F)F)cc2C1=O,4
-2,-4,-0.5,2,2,3,0,-3,-4,Cc1cccc(N2CCN(C(=O)N3CCOCC3)CC2)c1C,6
1,-9,0.5,7,-7,4,0,-2,-2,S=c1nc2[nH]c3ccccc3c2n[nH]1,10
-10,2,0.1,1,-6,10,1,1,-9,CCCCNC(=O)Nc1ccccc1C(=O)NCCC,-4
-2,4,-0.6,-3,-2,2,1,3,-6,O=C(CSCc1ccccc1)N/N=C/c1ccc(OCC(=O)N2CCCCC2)cc1,-2
3,4,0.2,4,3,-6,0,1,0,O=C(CSCc1nc2ccccc2[nH]1)Nc1ccccc1,11
2,8,0.5,5,-5,4,6,7,-6,Cc1ccccc1OC(C)C(=O)N1CCN(c2ccccn2)CC1 (stereo unspecified),0
-10,4,-0.8,-22,-15,-6,0,3,5,Cc1cc(SCC(=O)N/N=C/c2ccc(O)cc2O)nc2ccccc12,2
4,1,-0.8,8,-5,4,6,-13,2,CCc1cccc2c(C(=O)COC(=O)c3cnc(C)cn3)c[nH]c12,0
-1,-11,0.5,1,-6,3,-9,-1,12,CC(=O)N1CCC(=NNc2ccc(S(N)(=O)=O)cc2[N+](=O)[O-])CC1,6
0,11,0.1,-2,-4,2,-1,1,5,CCOc1ccc(C(=O)CCC(=O)NC(C)C(=O)OC)cc1 (stereo unspecified),-1
5,6,-0.2,3,1,-2,4,-8,2,Cc1cc(C)n(CCN(C)Cc2cn[nH]c2-c2ccc(F)cc2F)n1,2
-2,4,-0.2,6,-3,1,1,1,-8,c1ccc(COc2ncnc3c2ncn3CCCN2CCN(c3ncccn3)CC2)cc1,-2
-2,3,1.4,1,-11,-6,-5,-4,4,Cc1cccc(C2c3c(n(C)c(=O)n(C)c3=O)N=C3c4ccccc4C(=O)C32)c1 (stereo unspecified),-2
-8,1,0.8,-9,-17,1,-7,-8,-12,COc1ccc(C(=O)Nc2nnc(SCC(=O)NCc3ccco3)s2)c(OC)c1,-1
1,-5,-0.1,-4,-2,5,1,4,8,Cc1ccccc1C(C(=O)NCc1ccccc1)N(Cc1ccco1)C(=O)c1ccccn1 (stereo unspecified),2
-1,3,-0.1,0,0,6,-1,3,-1,CCN(CC)C(=O)CSc1nc2cc(OC)c(OC)cc2c(=O)n1Cc1ccc(Cl)cc1,4
-2,-5,0.3,15,-3,6,1,-3,0,CC(=O)C(=Nc1ccc(Cl)cc1Cl)NNc1cccc(Cl)c1,-1
i,-1,-96,-7,i,-4,0,-5,6,COP(=O)(OC)c1nc(-c2cccc3ccccc23)oc1NCc1ccccc1,-2
1,9,0.8,-2,-2,1,-3,5,-5,O=C(Nc1ccc(Cl)cc1)N(C1=NCCC1)c1ccc(OC(F)F)cc1,1
3,14,-1.0,1,-5,3,0,14,-1,O=C(c1ccc([N+](=O)[O-])cc1)N1CCc2ccccc21,-1
-2,4,-0.8,5,1,-4,1,9,0,COCCn1c(SCc2nc3ccccc3c(=O)[nH]2)nnc1-c1ccncc1,1
-74,.,-2.7,-28,-95,-1,-1,.,0,COc1ccc(NC(=O)N(C)[C@H]2C[C@H]3c4[nH]c5c(-c6cccc(C)c6)cccc5c4CCN3C(=O)[C@H]2[C@H](C)O)cc1,-13
